# Vif inh: inhibitors of HIV Vif; HEK293T cells, Vif self-association by quenched fluorescence, imaging, 24 h; inhibition, % at 7.49 µM; 0.35% of 340,000 active; AID 602346; in the data active means inhibition above about 50%, passing the limit was not always enough; further: some results filed as inactive read as strong as hits
# HIF-2a block: inhibitors of HIF-2a; 786-0 RCC cells HIF-2a reporter, luciferase luminescence, overnight; inhibition, % at 18.8 µM; 0.72% of 360,000 active;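 active means inhibition of the luminescence signal of 40% or more relative to plate controls, in a single-dose primary screen at 18.75 µM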
# NR2E3 ag-1: agonists of human nuclear receptor NR2E3. Q9Y5X4. GST-NR2E3/biotin-RetCOR TR-FRET, 1536-well. inhibition of corepressor binding, % at 4.78 µM. 0.12% of 320,000 active. AID 2300;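 active means percent inhibition above the cutoff of mean plus 3 SD of all tested compounds, set per screening campaign, cut at about 20% in these data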;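 further: 0% = DMSO wells and 100% = biotin wells as full block of FRET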
# Target sequence (Q9Y5X4 whole entry, looked up): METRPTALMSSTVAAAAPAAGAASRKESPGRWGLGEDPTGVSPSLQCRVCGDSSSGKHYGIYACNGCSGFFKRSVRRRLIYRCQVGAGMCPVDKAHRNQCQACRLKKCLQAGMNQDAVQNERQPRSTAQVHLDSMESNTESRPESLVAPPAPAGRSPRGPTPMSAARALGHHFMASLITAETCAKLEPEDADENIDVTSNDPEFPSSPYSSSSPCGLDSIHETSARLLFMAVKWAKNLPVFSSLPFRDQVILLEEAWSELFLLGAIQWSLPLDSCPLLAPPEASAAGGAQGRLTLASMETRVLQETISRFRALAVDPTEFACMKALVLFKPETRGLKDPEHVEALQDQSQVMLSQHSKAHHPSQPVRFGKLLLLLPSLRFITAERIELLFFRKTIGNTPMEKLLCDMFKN
#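 Assay system: NR2E3–RetCOR corepressor complex. Quantity: 1.35 nM GST-NR2E3. Buffer or medium: pH 7.5 Tris-based buffer. Reagent: biotinylated RetCOR corepressor at 7 nM final. Schedule: 5 h at 4 °C. Detection: TR-FRET, emission read at 617 and 671 nm. Replicates: one well per compound, singlicate testing.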
# CF NFkB block: inhibitors of cystic fibrosis induced NF-kB; AID 588850; 0.86% of 360,000 active; KKLEB NF-kB-GFP reporter, PAF-induced, GFP fluorescence overnight; inhibition, % at 5 µM;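 active means at least 50% inhibition at 5 µM, scaled per plate between neutral and stimulator controls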;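 further: PAF is a Pseudomonas aeruginosa culture filtrate used as stimulus; plate controls were PAF-stimulated DMSO wells for no effect and unstimulated DMSO wells for full effect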
# NR2E3 ag-2: agonists of human NR2E3 nuclear receptor. CHO-S Gal4-NCOR/VP16-NR2E3 two-hybrid, luciferase. 0.35% of 360,000 active. inhibition of corepressor binding, % at 3.98 µM. AID 602229. Q9Y5X4;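 active means inhibition above the mean of all tested compounds plus 3 SD, cut at about 70% in these data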;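 further: 0% = DMSO with NR2E3 transfected cells and 100% = cells lacking NR2E3 construct; higher means lower luciferase signal from less NR2E3 corepressor binding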
# KKLEB tox: CF airway cell cytotoxicity counter-screen. AID 602141. 0.36% of 360,000 active. KKLEB CF airway cells viability, ATPlite luminescence, overnight; active compounds read low; cells stimulated with P. aeruginosa culture filtrate. activity change (cytotoxicity), % at 5 µM;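 active means corrected activity change at or below -50% at 5 µM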
# PDI inh: inhibitors of human protein disulfide isomerase | PDI insulin aggregation turbidity, A650, 90 min | inhibition, % at 10 µM | 0.052% of 350,000 active;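 active means mean inhibition across replicates of 30% or more, whatever share of single replicates reach that level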;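 further: absorbance from insulin aggregation driven by PDI reduction with DTT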
# Target sequence (P07237 whole entry, looked up): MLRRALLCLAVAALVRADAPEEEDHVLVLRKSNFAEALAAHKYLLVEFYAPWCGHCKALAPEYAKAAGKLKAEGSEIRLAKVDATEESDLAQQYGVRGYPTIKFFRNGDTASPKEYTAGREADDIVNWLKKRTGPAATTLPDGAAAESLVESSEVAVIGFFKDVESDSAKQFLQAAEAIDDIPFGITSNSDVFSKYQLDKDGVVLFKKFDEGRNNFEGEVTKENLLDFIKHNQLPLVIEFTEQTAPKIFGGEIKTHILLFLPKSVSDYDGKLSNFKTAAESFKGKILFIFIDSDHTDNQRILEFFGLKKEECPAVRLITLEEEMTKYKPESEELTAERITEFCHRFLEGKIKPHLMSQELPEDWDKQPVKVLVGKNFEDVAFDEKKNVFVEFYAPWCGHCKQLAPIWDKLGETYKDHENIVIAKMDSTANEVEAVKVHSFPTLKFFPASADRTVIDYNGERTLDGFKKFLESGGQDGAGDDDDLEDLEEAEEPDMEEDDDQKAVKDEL
# CaV13 FRET inh: Disruptors of the CACNA1D IQ motif to Ca2+-dependent inactivation inhibitor domain association, primary screening, Förster resonance energy transfer in intact living …. inhibition, % at 12.3 µM. HEK cells, CFP/YFP FRET ICDI-IQ, plate reader, 10 min; percent FRET-ratio fall versus neutral wells. 0.098% of 340,000 active. AID 743397;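 active means mean replicate inhibition of at least 30% and at least 1% of replicates passing that level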;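 further: 0% = median of the neutral control wells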
# Peg3 prom inh: Peg3 promoter activity inhibition | HeLa PEG-Prom luciferase reporter, luminescence, overnight | inhibition, % at 20 µM | 1.7% of 360,000 active;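 active means inhibition of at least 50% at 20 µM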
# Shn3 inh set2: Schnurri-3 reporter inhibition in Clone20 osteoblasts; 0.52% of 360,000 active; AID 588674; inhibition, % at 12.5 µM; Clone20 osteoblast Shn3 3'UTR firefly luciferase, 24 h;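 active means mean inhibition of at least 75% with every replicate also reaching 75%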;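 further: 0% = median of neutral control wells and 100% = pilot-screen positive control compound; some compounds past the cut are filed as inactive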
# TRPM1 prom inh: inhibitors of MITF-driven TRPM1 promoter in melanoma cells; SK-MEL-5 TRPM1 promoter luciferase, 24 h; inhibition, % at 12.5 µM; 0.83% of 330,000 active; AID 488899;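 active means mean inhibition across replicates of 60% or more, whatever share of single replicates reaches that level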; further: values of inactives mirror those of a sister screen read the other way
# Numbers without * were called inactive; . = no result given. Not a hit list; any-hit rate near 3.3%.
SMILES,Vif inh,HIF-2a block,NR2E3 ag-1,CF NFkB block,NR2E3 ag-2,KKLEB tox,PDI inh,CaV13 FRET inh,Peg3 prom inh,Shn3 inh set2,TRPM1 prom inh
CC(C)CNC(=S)N(CCCO)Cc1cc2cc3c(cc2[nH]c1=O)OCCO3,-6,-5,3,-18,-26,-1,6,-2,5,-143,-2
COC(=O)c1c(C)oc2ccc(N(C(C)=O)S(=O)(=O)c3ccccc3)cc12,-1,17,5,-1,98*,-2,-6,-2,46,23,4
O=C(CSc1nncn1-c1ccccc1)Nc1ccc(F)cc1F,8,-5,2,-8,-24,8,0,-3,13,14,-21
COc1ccc(OC)c(S(=O)(=O)Nc2ccc3c(c2)C(=O)OC3)c1,11,26,4,-10,7,0,0,2,27,.,-3
CCOC(=O)CN1NC2(CCCCCC2)NC1=S,-5,23,1,-2,2,-2,8,-4,3,3,13
COc1ccc(N(Cc2ccco2)C(=O)c2ccccc2F)cc1OC,-6,11,1,11,-8,-3,2,.,14,3,1
COc1cc(C(=O)Nc2cc(C(F)(F)F)ccc2-n2cncn2)cc(OC)c1OC,2,13,3,-1,-1,4,24,-5,-15,2,-9
O=C(c1ccc(S(=O)(=O)N2CCOCC2)cc1)N1CCN(c2ccc(F)cc2)CC1,-1,16,4,2,-13,4,-3,-5,-1,9,1
CCOC(=O)C1=C(C)NC2=C(C(=O)CCC2)C1c1cccnc1 (configuration not stated),-3,-3,0,0,3,-5,-2,-9,15,11,13
C/C(=N\NC(=S)Nc1cccc(C)c1)c1ccco1,13,-244,2,-13,34,10,0,-10,-197,-46,-15
Cc1ccc(NC(=O)CCn2ccc([N+](=O)[O-])n2)nc1,-9,12,0,4,-6,5,1,-5,-2,2,-4
O=C(NCCCN1CCCCC1)C1CCCN(c2ncnc3c2nc2n3CCCCC2)C1 (configuration not stated),-5,14,0,-8,-8,-9,13,-13,9,2,-3
COc1ccccc1NC(=O)CSc1nnc(Cc2ccccc2)o1,13,-4,1,-12,1,-4,-5,-7,-4,14,8
CCc1cccc(C)c1NC(=O)CCCC(=O)O,.,10,3,12,7,0,-22,-4,20,-2,-6
Cc1[nH]n(-c2ccc(Cl)cc2)c(=O)c1C=Nc1ccc(S(=O)(=O)N2CCOCC2)cc1,-1,-10,1,-7,-28,8,-4,.,-19,-17,-21
CCC(NS(=O)(=O)c1ccc(OC)cc1)C(=O)NCCC1=CCCCC1 (configuration not stated),6,-6,3,0,-14,-9,-4,-7,2,13,-9
O=C(NC1CC1)C1=C[C@@H](c2coc3ccccc3c2=O)C[C@@H](OCc2ccc(CO)cc2)O1,0,-8,-2,7,-14,-2,4,-3,15,2,6
[O-]C1=N/[N+](=C/c2ccc(Cl)cc2)CC1,7,1,0,-2,-27,-2,-1,.,-27,-1,-13
CCCNC(=O)Nc1nc(CC(=O)OCC)cs1,23,5,1,6,-22,3,6,-5,-3,-8,11
CCC(=O)Nc1ccc(C(=O)Nc2ccc(Br)cc2F)cc1,-12,-156,7,-10,-19,14,13,9,-61,-21,-13
CC1c2cc3c(cc2CCN1C(=O)c1ccc(Br)cc1)OCCCO3 (configuration not stated),-21,-8,0,20,-19,-14,0,-2,4,13,-5
Cc1nc2ccc(S(=O)(=O)NC(C(=O)N3CCn4c3nc3ccccc34)C(C)C)cc2s1 (configuration not stated),2,14,1,1,-5,-1,-5,-3,10,5,-11
CC1Cc2cc(S(=O)(=O)N3CCC(C(=O)N(C)Cc4ccccc4)CC3)ccc2N1C(=O)C1CC1 (configuration not stated),1,14,5,15,4,-17,-12,-15,8,13,12
Cc1[nH]n2c(=O)c3c(nc2c1-c1ccccc1)CCC3,9,19,1,-10,5,6,3,-5,21,0,2
COc1cc(Cl)c(C)cc1NC(=O)COC(=O)C1CC1C (configuration not stated),5,-10,.,2,-6,-4,2,-3,-25,-7,-8
Cc1ccc(SCC(=O)Nc2ccc(C(=O)Nc3ccc(O)cc3)cc2)cc1,9,7,1,-2,-6,10,8,-5,6,3,-7
Cc1ccc(SC(C)C(=O)NCc2ccc(F)cc2)cc1 (configuration not stated),-4,8,-2,10,-21,7,-3,-2,-8,-24,8
O=C(CSc1nnnn1C1CCCC1)Nc1ccc(F)cc1,.,-22,0,-6,-20,10,3,-5,2,9,-4
CCn1cc(CN2CCc3c([nH]c4ccccc34)C2c2cccc(OC)c2)c(C)n1 (configuration not stated),2,-6,0,11,-11,-2,19,-4,0,7,23
C=CCOc1cccc(C2NC(=O)c3ccccc3O2)c1 (configuration not stated),0,-4,2,-17,-7,-4,-2,3,-11,-14,6

# A different layout for part of the listing above:
Compound	Vif inh	HIF-2a block	NR2E3 ag-1	CF NFkB block	NR2E3 ag-2	KKLEB tox	PDI inh	CaV13 FRET inh	Peg3 prom inh	Shn3 inh set2	TRPM1 prom inh
[O-]C1=N/[N+](=C/c2ccc(Cl)cc2)CC1	7	1	0	-2	-27	-2	-1	.	-27	-1	-13
CCCNC(=O)Nc1nc(CC(=O)OCC)cs1	23	5	1	6	-22	3	6	-5	-3	-8	11
CCC(=O)Nc1ccc(C(=O)Nc2ccc(Br)cc2F)cc1	-12	-156	7	-10	-19	14	13	9	-61	-21	-13
CC1c2cc3c(cc2CCN1C(=O)c1ccc(Br)cc1)OCCCO3 (configuration not stated)	-21	-8	0	20	-19	-14	0	-2	4	13	-5
Cc1nc2ccc(S(=O)(=O)NC(C(=O)N3CCn4c3nc3ccccc34)C(C)C)cc2s1 (configuration not stated)	2	14	1	1	-5	-1	-5	-3	10	5	-11

# The results go on.
SMILES,Vif inh,HIF-2a block,NR2E3 ag-1,CF NFkB block,NR2E3 ag-2,KKLEB tox,PDI inh,CaV13 FRET inh,Peg3 prom inh,Shn3 inh set2,TRPM1 prom inh
COc1cc(OC)c(C#N)c(S(=O)(=O)Cc2ccccc2)c1,-18,7,4,6,-15,-8,11,-5,6,1,-8
COc1ccc(S(=O)(=O)NCCSCc2ccco2)cc1C,-6,18,-2,-1,-31,-2,1,-10,3,-3,-1
COCCCNC(=O)C(=O)Nc1cc2c3c(c1)CCC(=O)N3CCC2,5,9,1,12,-20,-4,0,-3,-8,6,4
COc1cccc(NC(=O)CN(C)C(C)C(=O)Nc2ccc(C#N)cc2)c1 (configuration not stated),-4,15,-3,1,2,2,1,-3,20,13,-3
CCOc1ccc(NC(=O)Cn2c(=O)oc3cc(Cl)ccc32)cc1,-8,12,2,1,-2,-6,-6,-18,14,17,-7
O=c1oc2ccccc2c(O)c1/C=C1\C=Nc2ccccc21,-11,1,2,-1,-18,3,-10,-5,16,14,27
CCNS(=O)(=O)c1ccc(CCC(=O)NCCC2=CCCCC2)cc1,4,7,0,6,-9,3,2,-15,4,6,14
Cc1oc(-c2ccccc2F)nc1CS(=O)CC(=O)NCCN1CCCCC1C (configuration not stated),20,6,0,-26,-19,16,0,-3,-7,-14,3
Cc1ccc(C(=O)N2CCN(C(=O)c3ccco3)CC2)cc1NC(=O)c1ccco1,3,12,-1,15,-7,1,-1,-3,5,1,9
CC1C2CC(C(S(=O)(=O)N3CCOCC3)C2=O)C1(C)C (configuration not stated),-3,2,0,-1,-12,-3,-3,-4,21,-21,6
Cc1cccc(S(=O)(=O)NNC(=O)Cc2cccn2C)c1,4,10,-1,-1,4,7,0,-5,-10,-17,16
Cc1ccc(S(=O)(=O)N2CCCCC2CCNC(=O)C(=O)NC2CC2)cc1 (configuration not stated),-11,11,-1,-6,6,8,5,-5,14,16,8
CCOc1cc(N2CCOCC2)c(OCC)cc1NC(=O)c1ccccc1N1CCCC1=O,-2,13,.,13,2,-8,-21,-14,-8,0,.
CS(=O)(=O)C1=NSC2=NC(=O)/C(=C\c3cccn3-c3ccccc3Cl)C(=N)N21,4,16,3,6,20,8,-1,-2,9,0,-13
COc1ccc(NC(=O)CN2CCc3ccccc3C2)cc1OC,2,2,2,3,-21,-9,0,0,14,15,8
CNC(=O)C(C)NS(=O)(=O)c1ccc(F)cc1 (configuration not stated),-1,9,4,1,6,16,-4,-7,0,-5,8
Cc1cc(O)c(C(C[N+](=O)[O-])c2ccc(Cl)cc2Cl)c(=O)o1 (configuration not stated),1,-3,1,-4,4,-1,5,.,6,-12,-2
O=C(O)c1ccc(/C=N/NC(=O)C(O)(c2ccccc2)c2ccccc2)cc1,2,19,-2,15,-16,2,11,-20,3,20,14
CCOc1ccc(NC(=O)CCS(=O)(=O)c2ccc3c(c2)CCCN3C(=O)CC)cc1,14,22,-2,5,9,-1,-2,-4,26,13,0
Cc1ccc(S(=O)(=O)NCCN=C(CN2CCOCC2)NS(=O)(=O)c2ccc(C)cc2)cc1,-2,-7,-1,12,8,-9,-5,-9,5,-2,-8
Cc1cc([N+](=O)[O-])nn1CC(=O)Nc1ccc(F)cc1,-5,-5,1,14,13,3,-5,-3,-9,14,5
CC(=O)Nc1cccc(NC(=S)Nc2cccc3ccccc23)c1,.,-213,6,-24,-91,-12,1,.,-274,-91,-40
COc1ccc(NC(C)=O)cc1NC(C)C(=O)Nc1ccc(F)cc1 (configuration not stated),-4,14,-1,-4,-24,-2,2,-4,5,-28,-9
O=C(CCN1N=C(c2ccccc2)CCC1=O)NC1CCCC1,-4,1,-1,-18,5,-3,16,-2,5,4,8
O=C(Nc1c(-c2ccccc2)nc2sccn12)c1ccccc1,-10,-6,-1,-18,-25,20,-13,-3,7,2,-4
Cc1ccc(CS(=O)(=O)CCC(=O)NCc2ccccc2Cl)cc1,-6,-2,1,-17,1,4,1,-6,-10,0,-5
Cc1ccc(C(=O)N/C(=C/c2cccs2)C(=O)NCC2CCCO2)cc1 (configuration not stated),0,9,1,-8,23,7,-21,-5,11,-37,8
COCCn1c(Cc2ccccc2)nnc1SCC(=O)NC(C)(C)C,2,17,1,-4,11,5,6,-7,9,-4,5
O=Cc1ccc(-c2ccc([N+](=O)[O-])cc2Cl)o1,0,-12,.,-41,-24,8,12,-7,-1,-12,0
Cc1cccc(NC(=O)C2CCCN2C(=O)Oc2ccccc2)c1C (configuration not stated),4,3,3,7,-20,-11,-13,-1,-10,0,5
COc1ccc(-c2sc3ccc(OC)cc3c2-c2ccc(OC)c(F)c2)cc1,-3,20,-3,-28,-18,19,1,-4,15,-11,-2
C[C@@H](C(=O)OCC(=O)c1ccccc1)N1C(=O)C2CCCCC2C1=O (some centres not stated),24,7,.,0,1,-10,0,-2,-3,1,-4
O=C(NCc1ccccc1)C1CCN(S(=O)(=O)c2ccc(Cl)cc2)CC1,-13,0,1,1,6,-2,6,-17,11,7,5
CCCCCCn1c(=O)c(C(=O)N/N=C/c2cccc(F)c2)c(O)c2ccccc21,-2,19,3,24,-6,-38,12,-3,10,-42,8
CCOC(=O)C1=CC(=O)CC(C)(C)O1,18,-3,.,-17,-36,3,-5,-6,9,15,-10
